# Screening data as filed in PubChem.
# NR3A LBD binder: modulators (binders) of human NR3A ligand-binding domain; NR3A LBD differential scanning fluorimetry, Tm shift; 0% = protein alone, 100% = glycine-bound protein; Tm shift relative to glycine control, % at 25 µM; actives 2.5% (n = 340,000); AID 1259313;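 active means melting temperature shift of at least 10% of the positive control shift, at one fixed dose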
# HKDC1 inh: HKDC1 (human) hexokinase inhibition; recombinant HKDC1, G6PDH/diaphorase resazurin coupled fluorescence; inhibition, % at 20 µM; actives 0.16% (n = 340,000); AID 493160;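 active means inhibition above about 35% when tested at 20 µM, limit read from the data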;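 further: plate controls were DMSO wells with enzyme for no effect and DMSO wells lacking enzyme for full effect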
#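 Test system: recombinant HKDC1 (HK5) hexokinase enzyme, produced in-house; Amount: enzyme 5 µg/mL final; Buffer or medium: Tris pH 8.0 buffer with MgCl2, Tween-20, BSA, BME; Reagent: glucose and ATP substrates; Doses: 20 µM test compound, 1% DMSO; Incubation: 90 min reaction incubation at room temperature, dark; Detection: resorufin fluorescence at 613 nm.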
# PfG6PD inh: PfG6PD (Plasmodium falciparum) enzyme inhibition; PfGluPho enzyme, NADPH resazurin-diaphorase fluorescence; inhibition, % at 20 µM; actives 0.78% (n = 350,000); AID 504690;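 active means inhibition reaching at least a set limit at 20 µM in the primary screen, cut at about 59% in these data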;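 further: 0% = DMSO wells with substrate and 100% = DMSO wells lacking glucose-6-phosphate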
# SENP8 block: inhibitors of human SENP8 protease. Q96LD8. recombinant SENP8, Nedd8 substrate fluorescence. inhibition, % at 20 µM. actives 0.64% (n = 360,000). AID 602440; in the data active means inhibition mostly above about 40%, no sharp cut-off; inactive means mostly below about 27%
# SENP7 block: inhibitors of human SENP7 protease; actives 1.5% (n = 330,000); Q9BQF6; recombinant SENP7, Z-RLRGG-aminoluciferin luminescence, 40 min; AID 434973; inhibition, % at 5 µM;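 active means inhibition above about 50% at the single test dose, limit read from the data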;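 further: plate controls were DMSO with enzyme for no effect and no enzyme buffer wells for full effect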
# ATG4B inh: ATG4B (human) cysteine protease inhibition | Q9Y4P1 | ATG4B cleavage of LC3-PLA2, NBD-HPC fluorescence, 1 h | inhibition, % at 8.33 µM | actives 0.51% (n = 340,000); in the data active means inhibition above about 40%
# Target sequence (Q9Y4P1 whole entry, looked up): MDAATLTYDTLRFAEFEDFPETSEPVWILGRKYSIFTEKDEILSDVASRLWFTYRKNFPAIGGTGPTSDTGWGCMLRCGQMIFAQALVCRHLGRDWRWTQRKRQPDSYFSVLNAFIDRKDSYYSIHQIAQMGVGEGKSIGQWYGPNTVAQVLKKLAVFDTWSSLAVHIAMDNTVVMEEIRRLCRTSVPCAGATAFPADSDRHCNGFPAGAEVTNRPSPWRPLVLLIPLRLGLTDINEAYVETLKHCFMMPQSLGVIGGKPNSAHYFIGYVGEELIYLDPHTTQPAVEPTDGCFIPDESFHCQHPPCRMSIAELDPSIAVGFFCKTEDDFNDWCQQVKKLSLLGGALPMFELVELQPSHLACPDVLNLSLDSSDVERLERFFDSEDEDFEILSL
# MPTP block: permeability transition pore inhibition; actives 1.4% (n = 360,000); isolated mouse mitochondria, Ca2+ swelling absorbance, 30 min; inhibition, % at 10 µM;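 active means inhibition of 50% or more, scaled per plate between neutral and stimulator controls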;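 further: 0% = DMSO wells given calcium and 100% = 1 mM EGTA wells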
# SENP6 inh: blocks the human protease SENP6 | Q9GZR1 | Recombinant SENP6 catalytic domain, aminoluciferin luminescence | inhibition, % at 10 µM | actives 1.8% (n = 330,000);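 active means inhibition above about 50% at the single tested dose, limit read from the data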;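 further: plate controls were DMSO wells with enzyme for no effect and DMSO wells lacking enzyme for full effect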
# Target sequence (Q9GZR1 628-1112 limits assumed): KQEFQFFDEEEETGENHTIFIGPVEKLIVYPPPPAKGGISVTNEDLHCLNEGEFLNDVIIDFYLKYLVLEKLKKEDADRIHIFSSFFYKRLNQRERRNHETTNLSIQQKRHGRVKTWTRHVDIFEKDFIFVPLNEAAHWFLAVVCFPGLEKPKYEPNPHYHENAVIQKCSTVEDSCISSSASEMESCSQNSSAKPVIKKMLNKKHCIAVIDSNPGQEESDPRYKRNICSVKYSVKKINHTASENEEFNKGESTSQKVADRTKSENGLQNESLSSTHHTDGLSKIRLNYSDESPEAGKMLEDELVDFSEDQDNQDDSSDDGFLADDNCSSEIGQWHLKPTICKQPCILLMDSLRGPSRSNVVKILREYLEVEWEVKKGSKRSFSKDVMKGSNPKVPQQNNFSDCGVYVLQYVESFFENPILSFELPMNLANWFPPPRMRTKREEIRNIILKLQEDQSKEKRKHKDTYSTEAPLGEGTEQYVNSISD
# * marks the source's active call; other numbers are inactive results; i = inactive; / = no result given. Compounds as they come (roughly 6.9% active in at least one column).
SMILES,NR3A LBD binder,HKDC1 inh,PfG6PD inh,SENP8 block,SENP7 block,ATG4B inh,MPTP block,SENP6 inh
Cc1c(C(=O)OCC(=O)N(C)Cc2ccc(Cl)cc2)oc2ccccc12,0,1,6,9,-4,4,1.9,0
COc1cc(C(=O)Oc2cccc(Nc3ncnc4ccccc34)c2)cc(OC)c1OC,-8,-6,4,-138,0,10,-0.4,-18
COc1ccc2c(Cl)c(C(=O)NN)sc2c1,-1,-10,-6,-10,-6,-6,0.8,4
C#CCOCCOCCOCCNc1nc(N2CCN(C(=O)[C@H](CCCN=C(N)N)n3cc(C(N)[C@H](C)CC)nn3)CC2)nc(N2CCN(C(=O)[C@H](CC(N)=O)n3cc(C(N)[C@@H](C)CC)nn3)CC2)n1 (some centres not stated),4,0,-8,17,8,/,-4.5,15
CC(C)C(=O)Nc1cccc(C(=O)Nc2nnc(C(C)(C)C)s2)c1,0,-2,-9,9,5,3,-1.0,11
CCOc1cc(/C=N/O)ccc1OCc1ccccc1F,0,14,-3,0,7,-9,2.3,-6
C=CCNC(=S)N1N=C(c2ccco2)CC1c1ccco1 (configuration not stated),1,4,10,-9,/,8,-1.6,/
O=C(Cc1ccc(F)cc1)NCc1cccnc1,-2,-9,-13,8,-2,5,-0.2,1
C=C(C)Cn1c(SCC(=O)N/N=C/c2ccccc2)nc2ccccc2c1=O,-10,-9,3,32,10,28,1.4,-19
O=C(COc1ccc(Cl)cc1)N1CCN(S(=O)(=O)c2ccc(Cl)cc2)CC1,-3,8,-26,5,-3,-10,28,-14
COC(=O)COC(=O)c1ccc(O)cc1,0,-6,3,20,5,-4,-2.0,4
COc1ccc(OC)c(Nc2nc(-c3sc(NC(=O)CC(C)C)nc3C)cs2)c1,4,0,24,-185,0,-21,-1.4,-5
O=C1/C(=C/c2ccccc2F)SC(=S)N1CC(=O)N1CCCCC1c1cccnc1 (configuration not stated),-1,10,18,20,-3,14,-1.1,0
Cc1ccc(S(=O)(=O)N/N=C\c2ccc3c(c2)OCO3)cc1C,-2,-3,-24,13,-5,-1,0.4,3
S=C(NCc1ccccc1)NNc1ccccc1,-4,-7,20,26,6,5,2.3,-14
COc1cccc(CCc2nnc(CCC(=O)NCCC3CCCCO3)o2)c1 (configuration not stated),0,0,-5,11,0,-1,-0.9,-9
O=C(NCc1ccc(Cl)cc1)C1CCN(S(=O)(=O)c2cccnc2)CC1,0,-6,8,17,2,-3,-2.5,-1
CCOC(=O)c1nnn(-c2ccc(OC)cc2)c1N,-6,0,-28,25,7,0,-0.6,-7
Cc1cccc2sc(N(CCCN(C)C)C(=O)c3sc4ccccc4c3Cl)nc12,6,-4,20,6,-4,11,0.9,-19
NC(=O)Nc1ccc(C(=O)OCC(=O)Nc2ccc(Cl)cn2)cc1,4,-3,20,5,5,-7,0.0,-14
CCC(Oc1ccccc1)C(=O)NC1C(=O)N2C1SC(C)(C)C2C(=O)O (configuration not stated),-3,2,-6,15,61*,2,-3.7,19
CC(C)N(C(=O)Cn1c(SCC(=O)Nc2nccs2)nc2ccccc21)C(C)C,-1,-3,-7,25,-9,-2,0.1,4
CC(=O)Nc1cccc(C(=O)OC(C)C(=O)Nc2ccc(S(=O)(=O)N3CCCC3)cc2)c1 (configuration not stated),2,-2,-4,20,-6,3,0.5,-3
COC(=O)c1ccc(N(CC(=O)NC2CCCCC2)C(=O)CNC(=O)c2ccco2)cc1,0,-5,-5,-2,2,-10,0.1,-8
CS(=O)(=O)Nc1ccccc1Oc1ccccc1,-2,-9,2,16,0,-1,-2.3,-1
Cc1ccc(C(=O)Nc2ccc3c(c2)OCO3)cc1Cl,/,/,/,0,51*,/,0.9,5
CC(C)NC(=O)NC(=O)COC(=O)c1ccc(NC(=O)CC#N)cc1,-1,2,-6,4,-2,-15,-2.2,-7
CC1CCCCC1NC(=O)COc1ccc(-n2cnnn2)cc1 (configuration not stated),-4,-4,15,25,-8,-1,0.2,-6
CCc1noc(C)c1C(=O)Nc1nc(-c2cc(OC)ccc2OC)cs1,-3,-2,12,-10,-9,-10,1.8,-17
CCOC(=O)N/N=C1\CCS(=O)(=O)c2ccc(Cl)cc21,2,0,-7,10,6,-11,0.3,3
N#CC1=C(SCC(=O)c2ccc(Cl)cc2)NC2=C(C(=O)CCC2)C1c1ccco1 (configuration not stated),-9,2,13,-17,-2,2,-3.6,-8
Cc1cc2ncc(-c3ccccc3)nc2cc1C,3,-1,8,-6,97*,4,-0.3,95*
c1ccc(Cc2nc(-c3ccccn3)no2)cc1,0,6,-5,6,-32,7,-0.9,-24
CCOc1ncccc1C(=O)N(CC)CC(=O)NCc1ccc(F)cc1,-2,-6,-8,4,-7,-13,-0.9,-24
Cc1ccc(NC(=O)CN(C)C(=O)CCOc2ccccc2C)cc1,0,17,-16,9,9,2,6.9,0
Cc1c(C(=O)NCc2ccc3c(c2)OCO3)oc2ccc(S(=O)(=O)N3CCCCC3)cc12,0,-4,2,15,-4,-17,-2.3,7
Cc1ccc(-n2c(N)c(C#N)c(-c3ccccc3)c(C#N)c2=O)cc1,0,-6,-4,-24,-1,-1,3.2,9
CCC(CC)C(=O)c1c[nH]c(C(=O)NCCc2ccccn2)c1,1,-7,-10,28,-6,5,-3.4,7
O=C(NNS(=O)(=O)c1ccccc1)c1cnn(-c2ccccc2)c1-n1cccc1,-2,1,-17,2,1,-9,2.0,10
CC1CC(C)CN(S(=O)(=O)c2ccc(NN)nc2)C1 (configuration not stated),2,-5,-6,14,0,-1,0.3,-28
N#CCC(=O)Nn1c(=S)[nH]c2ccccc2c1=O,0,3,-8,16,-10,-1,-1.1,-1
CCSC(SCC)[C@H](O)[C@@H](O)[C@H](O)[C@H](O)CO,-3,-9,-13,9,-2,0,-0.2,-12
COc1ccc(C(=O)N2CC3(C)C4CCC3(C)C2(C#N)C4)cc1OC (configuration not stated),2,1,0,13,14,1,1.0,13
O=C(NCC1CCCO1)/C(=C\c1ccc(Cl)cc1)NC(=O)c1ccccc1 (configuration not stated),3,-7,-24,29,-5,3,-2.6,-7
CCOC(=O)c1cnn(-c2ccccc2)c1NC(=O)c1cccs1,0,-7,-24,15,-5,1,0.1,-15
CCOC(=O)c1sc2nc(C)nc(SC(C)C(=O)N(C)c3ccccc3)c2c1C (configuration not stated),0,1,-7,0,0,-15,-2.8,6
CCn1c(SCC(=O)Nc2ccc(NC(C)=O)cc2)nc2c([nH]c3ccccc32)c1=O,12*,-9,-21,-15,-8,3,1.2,-11
CC(=O)N1c2ccc(S(=O)(=O)N3CCCC(C(=O)NCc4ccccc4Cl)C3)cc2CC1C (configuration not stated),3,-1,-4,8,-4,8,-1.9,-3
CCOC(=O)c1c(NC(=O)C2=C(C)NC(=S)NC2c2ccccc2C(F)(F)F)sc(C)c1C (configuration not stated),-2,-6,28,-192,2,-11,1.3,4
O=c1c2cc(NC(=S)N3CCCC3)ccc2nc2n1CCCCC2,-2,-2,-13,2,-6,-2,-2.0,-17
Cc1ccc(/C=C/C(=O)Nc2sc(C)c(C)c2C(=O)OC(C)C)o1,0,-4,60*,-63,-1,13,1.1,-6
Cc1ccc(S(=O)(=O)CCC(=O)OCc2ccc(Cl)cc2)cc1,2,-8,0,-2,2,-19,-0.4,14
CC1=CC(C)(C)n2c(O)c(N=N)c3c(C)c(C)cc1c32,1,1,26,36,4,27,2.7,-18
Cc1ccc(-c2noc(CCC(=O)NCC3CCN(Cc4cccc(C)c4)CC3)n2)cc1,0,6,8,22,-1,-6,67*,-9
O=c1cc(N2CCN(Cc3ccccc3)CC2)[nH]c(=O)n1-c1cccc(C(F)(F)F)c1,-1,-3,5,-4,1,0,0.1,17
O=C(O)C(Cc1ccccc1-c1ccccc1)C(=O)O,-4,-3,-16,17,-4,6,-0.1,16
O=C(NCc1cccnc1)Nc1cccc(F)c1,5,-8,6,16,-11,-8,1.6,-3
C(=C/c1ccnc2nc(SC/C=C/c3ccccc3)nn12)/c1ccccc1,-6,1,2,-128,-9,-8,3.1,-23
c1ccc(C(CN2CCCCC2)Oc2ccccn2)cc1 (configuration not stated),-1,-8,2,6,/,1,1.7,/
Cn1c(SCc2c(Cl)cccc2Cl)nnc1-c1cccs1,-2,-1,11,16,-1,3,2.5,-4
# The results go on:
SMILES,NR3A LBD binder,HKDC1 inh,PfG6PD inh,SENP8 block,SENP7 block,ATG4B inh,MPTP block,SENP6 inh
O=C(c1ccc2c(c1)N(Cc1ccc(F)cc1)CCS2)N1CCOCC1,0,4,-11,-302,2,-4,1.1,-5
CCOC(=O)N1CCN(C(=O)c2ccc3oc(CCCc4ccccc4)nc3c2)CC1,-1,-6,4,1,17,-9,-1.0,30
CC(=O)NCC(=O)NC1CCCc2c1cnn2-c1ccccc1F (configuration not stated),-1,4,-2,11,8,3,3.5,6
CCCNC(=O)/C(C#N)=C1\N=C(NC(=O)c2cccs2)c2ccccc21,1,-6,1,10,-2,-12,0.6,-6
COc1ccc(CCNC(=O)c2ccc(CS(=O)(=O)c3ccc(Cl)cc3)o2)cc1OC,-1,-9,3,16,-10,-3,0.7,-3
C=CCn1cccc(/C=C/C(=O)c2ccc(C(C)(C)C)cc2)c1=S,-2,24,13,30,/,0,77*,/
CC(C)COc1ccc(-c2nnn(CC(=O)N3CCCC3)n2)cc1,-2,-5,-8,7,-5,-3,2.4,2
Cc1oc(C(C)(C)C)cc1C(=O)N1CCCC1C(=O)O (configuration not stated),0,-4,-11,6,-5,-4,-0.7,-14
CCOc1cc(C(=S)N2CCOCC2)ccc1OS(=O)(=O)c1ccccc1,11*,-8,1,8,-2,-6,-0.7,1
c1ccc(CNc2nc(-c3cccs3)nc3ccccc23)nc1,-2,-5,16,-173,7,18,-2.3,-4
COc1ccc2nc3oc(C(=O)N4CCC(C(N)=O)CC4)cc3cc2c1,2,-3,-5,i,-6,-7,-0.9,8
NS(=O)(=O)c1cccc(NC(=O)COC(=O)c2ccc(S(=O)(=O)N3CCOCC3)cc2)c1,0,-2,-23,10,/,2,-3.9,/
CCOC(=O)c1ccc(NC(=O)c2n[nH]c(=O)c3ccccc23)cc1,-1,-8,5,-4,37,-10,3.2,-26
CCCN1CCN(CC(O)COC(c2ccc(OC)cc2)c2ccc(OC)cc2)CC1 (configuration not stated),0,-7,2,15,/,1,0.4,/
N#Cc1c(NC(=O)CSc2ncn(-c3ccccc3)n2)sc2c1CCCC2,-8,9,6,17,3,14,-0.7,-11
CCOC(=O)C1CCCN(C(=O)c2ccc3ncsc3c2)C1 (configuration not stated),-1,-2,32,-6,3,0,0.4,-4
CCN(CC)C(=O)CSc1ncnc2c1cnn2-c1ccccc1,0,1,-12,-48,3,-14,-1.0,22
CCCCOC(=O)c1[nH]c2c(c1C)C(=O)CC(c1cc(OC)c(OC)c(OC)c1)C2 (configuration not stated),-2,0,1,3,12,-5,70*,4

# Entries of single compounds, quoted from the list:
# Entry for CCOC(=O)c1ccc(NC(=O)c2n[nH]c(=O)c3ccccc23)cc1 = NR3A LBD binder: -1; HKDC1 inh: -8; PfG6PD inh: 5; SENP8 block: -4; SENP7 block: 37; ATG4B inh: -10; MPTP block: 3.2; SENP6 inh: -26
# Entry for N#Cc1c(NC(=O)CSc2ncn(-c3ccccc3)n2)sc2c1CCCC2 = NR3A LBD binder: -8; HKDC1 inh: 9; PfG6PD inh: 6; SENP8 block: 17; SENP7 block: 3; ATG4B inh: 14; MPTP block: -0.7; SENP6 inh: -11
# Entry for CCCCOC(=O)c1[nH]c2c(c1C)C(=O)CC(c1cc(OC)c(OC)c(OC)c1)C2 (configuration not stated) = NR3A LBD binder: -2; HKDC1 inh: 0; PfG6PD inh: 1; SENP8 block: 3; SENP7 block: 12; ATG4B inh: -5; MPTP block: 70*; SENP6 inh: 4
